Vif inh: HIV Vif inhibition; HEK293T cells, Vif self-association by quenched fluorescence, imaging, 24 h; inhibition, % at 7.49 µM; 340,000 compounds, 0.35% hits; in the data active = inhibition above about 50%, passing the limit was not always enough; note: some results filed as inactive read as strong as hits
Granule exo inh: blocks lytic granule exocytosis; AID 651702; 360,000 compounds, 0.66% hits; inhibition, % at 10 µM; TALL-104 LAMP-1 surface exposure, flow cytometry; cells stimulated with thapsigargin and PMA;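 active = inhibition above about 55%, limit read from the data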
NR2E3 ag-1: agonists of human nuclear receptor NR2E3. Q9Y5X4. AID 2300. inhibition of corepressor binding, % at 4.78 µM. 320,000 compounds, 0.12% hits. GST-NR2E3/biotin-RetCOR TR-FRET, 1536-well;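 active = percent inhibition above the cutoff of mean plus 3 SD of all tested compounds, set per screening campaign, cut at about 20% in these data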;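 note: 0% = DMSO wells and 100% = biotin wells as full block of FRET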
Target sequence (Q9Y5X4 whole entry, looked up): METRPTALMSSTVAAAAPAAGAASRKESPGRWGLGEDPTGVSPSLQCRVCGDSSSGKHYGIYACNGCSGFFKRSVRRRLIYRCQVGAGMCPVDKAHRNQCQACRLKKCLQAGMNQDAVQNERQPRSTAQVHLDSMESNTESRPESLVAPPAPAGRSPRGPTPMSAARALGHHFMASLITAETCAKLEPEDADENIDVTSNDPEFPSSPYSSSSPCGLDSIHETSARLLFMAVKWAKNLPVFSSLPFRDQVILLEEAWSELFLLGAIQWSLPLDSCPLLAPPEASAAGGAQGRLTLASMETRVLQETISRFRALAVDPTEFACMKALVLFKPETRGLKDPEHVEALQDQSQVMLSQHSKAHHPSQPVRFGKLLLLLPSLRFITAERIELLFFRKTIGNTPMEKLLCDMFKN
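Material: NR2E3–RetCOR corepressor complex / Incubation: Compound–protein incubation for 5 h at 4 °C / Dosing: compound at 4.8 µM, single dose / Detection: time-resolved FRET / Benchmarks: high control biotin, low control 0.6% DMSO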
CaV13 ICDI inh: Primary screen for inhibitors of IQ motif and Ca2+-dependent inactivation inhibitor domain binding in CACNA1D, Förster resonance energy transfer in living cells, …; HEK cells, CFP/YFP FRET ICDI-IQ, plate reader, 10 min; percent FRET-ratio fall versus neutral wells; inhibition, % at 12.3 µM; 340,000 compounds, 0.098% hits; AID 743397;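 active = mean replicate inhibition of at least 30% and at least 1% of replicates passing that level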;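 note: 0% = median of the neutral control wells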
MITF TRPM1 inh: MITF TRPM1 promoter inhibition in SK-MEL-5 cells | SK-MEL-5 TRPM1 promoter luciferase, 24 h | inhibition, % at 12.5 µM | 330,000 compounds, 0.83% hits | AID 488899;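 active = mean inhibition across replicates of 60% or more, whatever share of single replicates reaches that level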; note: values of inactives mirror those of a sister screen read the other way
HIF-2a inh: blocks HIF-2a reporter activity; 786-0 RCC cells HIF-2a reporter, luciferase luminescence, overnight; inhibition, % at 18.8 µM; 360,000 compounds, 0.72% hits;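 active = inhibition of the luminescence signal of 40% or more relative to plate controls, in a single-dose primary screen at 18.75 µM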
iPSC survival up: increases survival of single human iPS cells | AID 602274 | hiPSC single-cell survival, ATPlite luminescence; 100% = ROCK inhibitor wells, 0% = DMSO | survival enhancement, % at 20 µM | 360,000 compounds, 0.044% hits; in the data active = survival enhancement above about 18%;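 note: cells exposed to compounds for 16 hours before the ATP read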
PDI turbidity: inhibitors of human protein disulfide isomerase | PDI insulin aggregation turbidity, A650, 90 min | AID 588391 | P07237 | 350,000 compounds, 0.052% hits | inhibition, % at 10 µM;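 active = mean inhibition across replicates of 30% or more, whatever share of single replicates reach that level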;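 note: absorbance from insulin aggregation driven by PDI reduction with DTT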
Target sequence (P07237 whole entry, looked up): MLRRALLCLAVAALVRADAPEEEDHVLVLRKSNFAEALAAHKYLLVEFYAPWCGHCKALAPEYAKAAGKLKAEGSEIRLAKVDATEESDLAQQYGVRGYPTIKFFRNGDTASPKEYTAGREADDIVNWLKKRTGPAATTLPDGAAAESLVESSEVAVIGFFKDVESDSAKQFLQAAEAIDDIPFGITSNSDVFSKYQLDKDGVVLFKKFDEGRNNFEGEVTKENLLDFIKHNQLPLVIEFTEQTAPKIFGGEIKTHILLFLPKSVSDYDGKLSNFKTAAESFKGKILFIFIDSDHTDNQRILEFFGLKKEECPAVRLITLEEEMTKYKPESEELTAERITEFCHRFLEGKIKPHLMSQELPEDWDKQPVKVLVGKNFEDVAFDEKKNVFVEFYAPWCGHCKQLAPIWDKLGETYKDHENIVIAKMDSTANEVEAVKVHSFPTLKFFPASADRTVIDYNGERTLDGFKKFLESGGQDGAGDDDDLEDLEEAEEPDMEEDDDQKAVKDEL
aDG glyco act: alpha-DG glycosylation activation. 360,000 compounds, 0.22% hits. Pro5-aDG cells, alpha-DG glycosylation AlphaScreen (IIH6); 0% Pro5, 100% B10-LARGE cell signal. activation, % at 10 µM;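 active = activation of at least 8% versus controls, or a plate z-score of at least 8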;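 note: Pro5 are CHO cells carrying HIG-tagged alpha-DG that lacks glycosylation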
NR2E3 ag-2: agonists of human NR2E3 nuclear receptor; inhibition of corepressor binding, % at 3.98 µM; CHO-S Gal4-NCOR/VP16-NR2E3 two-hybrid, luciferase; 360,000 compounds, 0.35% hits; AID 602229; Q9Y5X4;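 active = inhibition above the mean of all tested compounds plus 3 SD, cut at about 70% in these data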;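 note: 0% = DMSO with NR2E3 transfected cells and 100% = cells lacking NR2E3 construct; higher means lower luciferase signal from less NR2E3 corepressor binding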
Peg3 promoter: reduces Peg3 promoter-driven luciferase expression in HeLa | inhibition, % at 20 µM | HeLa PEG-Prom luciferase reporter, luminescence, overnight | 360,000 compounds, 1.7% hits;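 active = inhibition of at least 50% at 20 µM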
Active calls of the source: *; / = no result given.

SMILES	Vif inh	Granule exo inh	NR2E3 ag-1	CaV13 ICDI inh	MITF TRPM1 inh	HIF-2a inh	iPSC survival up	PDI turbidity	aDG glyco act	NR2E3 ag-2	Peg3 promoter
CCCCn1c(NC(=O)CC)c(C#N)c2nc3ccccc3nc21	/	5	-1	-3	8	18	5.0	-12	-0.1	12	22
CCCCC(=NCCc1c(C)[nH]c2ccccc12)C1=C(O)CC(c2ccccc2)CC1=O (stereo unspecified)	36	-2	0	-6	-2	-3	-0.2	-6	-0.5	-12	28
Cc1cccc(NC(=S)NNC(=O)COc2ccc(Cl)cc2Cl)c1	-10	-4	0	/	-8	12	1.9	1	-0.1	-9	8
O=C(O)c1ccccc1NC(=O)C1CCN(S(=O)(=O)c2cccc3nsnc23)CC1	-4	-10	-3	-7	16	5	1.6	-4	0.2	-19	2
COc1ccc(NC(=O)C2=C(C)Nc3nc(CCCO)nn3C2c2ccc(OC)c(OC)c2)cc1 (stereo unspecified)	6	0	0	-5	1	9	0.8	-4	0.1	-11	-3
O=C(COC(=O)c1ccccc1)c1ccc(Br)cc1	-3	-9	5	-8	-59	-206	2.1	4	0.0	-34	-351
COC(=O)[C@H]1C[C@@H]1[C@H](NC(=O)[C@H]1C[C@@H]1[C@H](NC(=O)OCc1ccccc1)c1ccccc1)c1ccccc1	-5	-10	3	-13	3	-11	-0.3	5	-0.4	11	17
CCCOc1cccc(C2C(C(=O)c3ccc(C)o3)=C(O)C(=O)N2c2nc(C)c(C(C)=O)s2)c1 (stereo unspecified)	-14	2	8	-8	6	0	0.2	-3	0.2	-45	-4
CCCC(CCC(=O)Nc1ccc(C(=O)OCC)cc1)C(=O)O (stereo unspecified)	24	0	3	-5	6	13	1.1	-9	-0.2	7	11
CCn1c(CNC(=O)c2cccnc2)cc2ccccc21	-2	-7	0	-5	5	18	-0.1	-5	-0.1	-4	74*
O=C(NCCC1=CCCCC1)C1CCN(C(=O)Nc2ccccc2)CC1	21	-4	1	-3	-1	7	-2.1	-4	0.0	4	1
CCOC(=O)C(=O)Nc1cc(C)on1	1	-1	2	-6	-8	2	-0.3	1	-0.3	-22	-9
CCCCCCCc1nc2sc3c(c2c(=O)n1N)CC(C)(C)OC3	1	5	4	-5	-3	19	-0.6	0	0.9	-43	24
Cc1ccc(CC2CC(=O)N(c3nc(C)cc(C)n3)C2=O)cc1 (stereo unspecified)	-6	0	3	5	-7	22	-0.8	-6	0.1	-40	0
CSc1cccc(CNC(=O)C2CCC(=O)N(CC3CCCCC3)C2)c1 (stereo unspecified)	-14	2	1	-6	-5	-5	-0.3	-1	0.2	6	12
CC1CCCC(C)N1C(=O)COC(=O)CNS(=O)(=O)c1ccc2ccccc2c1 (stereo unspecified)	/	-3	/	-11	/	6	1.9	3	-0.1	-6	15
COc1cccc(N2CCN(C3CCCC(C)C3)CC2)c1 (stereo unspecified)	-1	5	1	-9	-4	-40	-4.7	2	0.0	-13	-25
COCC(=O)N(Cc1cc2cc(OC)ccc2[nH]c1=O)c1ccccc1	6	0	1	-5	-10	-40	-2.9	-9	-0.1	-18	-12
Cc1c(C(=O)N2CCC(N3CCSCC3)CC2)oc2c(F)cccc12	7	-5	-4	-2	-17	-34	-0.3	-2	-0.2	-2	-32
COc1ccc(CC2(CO)CCN(Cc3cnn(C)c3C)CC2)cc1	4	-4	-2	3	11	14	-2.1	0	-0.4	-32	6
O=C(O)Cn1nc(-c2ccccc2)cc1-c1ccccc1	-5	-5	3	-3	14	-41	-0.5	3	0.0	-25	-15
Cc1ccc(Cl)cc1N1CCN(C(=O)c2ccc(CN3CCOCC3)cc2)CC1	1	-4	3	-6	4	11	-0.2	-1	0.1	16	27
CCCNC(=O)c1ccccc1N1CCN(CCCCN2C(=O)C3CCCCN3C2=O)CC1 (stereo unspecified)	-15	-4	0	-2	-12	11	0.1	1	-0.1	-5	18
CCOC(=O)N1CCN(Cc2nc3cc(NC(=O)CC(C)C)ccc3n2CC)CC1	-7	-16	2	-20	2	-2	-0.2	9	0.0	-15	18
O=C(Cc1ccc(Cl)cc1)c1c[nH]c(C(=O)NCCCN2CCOCC2)c1	0	-7	4	-4	-8	14	0.0	9	0.3	-7	15
CC(C)=C(NC(=O)c1ccccc1Cl)C(=O)NCCc1nc2ccccc2[nH]1	/	-1	/	-14	/	-17	-2.5	1	0.5	-48	-11
CC(C)c1ccc(CN(C)CC(O)c2ccccc2)cc1 (stereo unspecified)	-4	-1	-1	-5	3	17	-0.9	-4	0.4	-34	11
OC[C@H]1O[C@@H](O[C@@H]2[C@@H](CO)O[C@@](O)(CO)[C@H]2O)[C@H](O)[C@@H](O)[C@H]1O	-4	1	2	-5	-4	0	2.5	-10	-0.1	-37	4
COc1ccc(S(=O)(=O)NCCCn2ccnc2)cc1Cl	5	-4	1	2	-10	23	1.4	1	0.0	-3	19
O=C(Nn1c(-c2ccc(F)cc2)nc2ccccc2c1=O)c1cccnc1	1	-5	1	4	11	7	1.3	-1	0.2	-16	5
COc1ccc(C(C)NC(=O)C2CCCO2)cc1OC (stereo unspecified)	-1	-2	0	-8	3	8	0.6	4	0.0	-2	15
CCn1cc(/C=C(\NC(=O)c2ccc(OC)c(OC)c2)C(=O)NCCCO)c2ccccc21	6	0	2	-4	3	11	0.3	-2	0.7	-2	2
CCS(=O)(=O)Nc1cc2c3c(c1)CCC(=O)N3CCC2	2	-2	-4	-14	0	4	-0.4	7	0.0	16	-6
COc1ccccc1N(Cc1ccccc1)S(=O)(=O)c1cccc(C(=O)Nc2ccccn2)c1	-11	-3	-2	/	-6	-48	1.2	-5	0.6	-19	-21
COc1cc(C(=O)NCc2ccncc2)cc(OC)c1OC	6	0	4	-7	0	19	-0.2	3	0.2	-17	2
CC1CCN(C(=O)c2cccc(S(=O)(=O)N3CCN(c4ccccc4)CC3)c2)CC1	8	-4	-1	-7	3	5	-0.3	-5	0.1	-14	9
CN(C)C(=S)Oc1ccccc1C1SCCS1	-3	1	/	-16	/	-12	3.0	-3	-0.1	2	0
CCc1ccc(NC(=O)COC(=O)c2cccs2)cc1	31	2	3	-5	0	-19	-0.6	-56	0.0	-22	-6
O=C(OCc1cnc(Cl)s1)c1ccccc1Cl	8	-1	0	/	-28	1	-2.0	-3	0.0	-30	-19
Cc1ccc(NC(=O)CN2CCOCC2)cc1Cl	-4	-2	-1	-4	-3	-14	0.4	-3	-0.2	-24	4
CCOC(=O)C[C@@H](C#N)NC(=O)[C@@H]1CCCN1C(=O)[C@@H](NC(=O)c1ccc(N)c(Cl)c1)C(C)(C)C	76*	-9	/	-5	/	7	12	1	-0.4	-8	14
O=C(COC(=O)/C=C/c1cccc(C(F)(F)F)c1)NCc1ccco1	-2	-6	0	-5	11	-2	-0.3	-8	-0.1	-5	1
CC(C)Sc1nc2c([nH]c3ccccc32)c(=O)n1C	-9	-1	1	-6	29	9	0.5	19	-0.3	-16	13
CC(C)(CC(=O)O)CC(=O)Nc1ccc(Cl)c(Cl)c1	17	4	2	-19	5	3	0.6	4	-0.1	-32	4
COc1ccccc1NC(=O)N1CCCC1C(=O)NCc1ccccc1 (stereo unspecified)	-11	-4	3	-3	8	15	-0.8	-5	-0.4	-7	-2
CN(C)c1ccc(C(=O)/C=C/c2ccccc2)cc1	8	-3	3	-13	-86	-210	-1.9	-2	1.3	-89	-187
COC(=O)c1ccc(N2CCN(C)CC2)c(NC(=O)c2cc3ccccc3o2)c1	23	4	1	/	11	-9	2.2	-2	0.0	-13	7
COc1ccc(Cn2cccc(NC(=O)Nc3cccc(OC)c3)c2=O)cc1	-6	3	-2	-2	2	-51	0.0	-4	-0.1	-1	-19
O=C(CN(c1ccccc1F)S(=O)(=O)c1ccccc1)Nc1ccccc1C(=O)N1CCOCC1	17	1	3	-3	9	16	-0.4	5	0.0	-17	0
COc1ccc(OC)c(CN2CCC(C(=O)N(C)CCc3ccc(OC)c(OC)c3)CC2)c1	1	-1	1	1	2	12	0.2	0	0.2	-1	15

Reformatted: entries from further up.
CN(C)c1ccc(C(=O)/C=C/c2ccccc2)cc1
  Vif inh: 8
  Granule exo inh: -3
  NR2E3 ag-1: 3
  CaV13 ICDI inh: -13
  MITF TRPM1 inh: -86
  HIF-2a inh: -210
  iPSC survival up: -1.9
  PDI turbidity: -2
  aDG glyco act: 1.3
  NR2E3 ag-2: -89
  Peg3 promoter: -187

COC(=O)c1ccc(N2CCN(C)CC2)c(NC(=O)c2cc3ccccc3o2)c1
  Vif inh: 23
  Granule exo inh: 4
  NR2E3 ag-1: 1
  CaV13 ICDI inh: /
  MITF TRPM1 inh: 11
  HIF-2a inh: -9
  iPSC survival up: 2.2
  PDI turbidity: -2
  aDG glyco act: 0.0
  NR2E3 ag-2: -13
  Peg3 promoter: 7

COc1ccc(Cn2cccc(NC(=O)Nc3cccc(OC)c3)c2=O)cc1
  Vif inh: -6
  Granule exo inh: 3
  NR2E3 ag-1: -2
  CaV13 ICDI inh: -2
  MITF TRPM1 inh: 2
  HIF-2a inh: -51
  iPSC survival up: 0.0
  PDI turbidity: -4
  aDG glyco act: -0.1
  NR2E3 ag-2: -1
  Peg3 promoter: -19

O=C(CN(c1ccccc1F)S(=O)(=O)c1ccccc1)Nc1ccccc1C(=O)N1CCOCC1
  Vif inh: 17
  Granule exo inh: 1
  NR2E3 ag-1: 3
  CaV13 ICDI inh: -3
  MITF TRPM1 inh: 9
  HIF-2a inh: 16
  iPSC survival up: -0.4
  PDI turbidity: 5
  aDG glyco act: 0.0
  NR2E3 ag-2: -17
  Peg3 promoter: 0

Screening data deposited in PubChem BioAssay by several laboratories.
